High-throughput results from PubChem BioAssay.
CRFBP-R2 block: antagonists of CRF-BP/CRF-R2 complex, primary screen, cell-based, HEK293, calcium dye fluorescence, uHTS; CRF-induced calcium fluorescence; inhibition, % at 11.8 µM; 350,000 compounds, 0.59% hits; AID 588475, 2011;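 active = inhibition of the ligand-induced calcium signal above about 50% at the single tested concentration, limit read from the data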
CRFR2-BP ag: agonists of CRF-BP/CRF-R2 complex, primary screen, cell-based, HEK293, calcium dye fluorescence, uHTS; calcium dye fluorescence (FLIPR); percent of saturating CRF peptide response; activation, % at 13.2 µM; 350,000 compounds, 0.46% hits; CRF-binding protein / CRF receptor 2 complex (human);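 active = activation of at least 50%, plus an integration ratio under a set limit after plate pattern correction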;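 note: plate controls were neutral control wells without compound for no effect and CRF at EC100 for full effect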
M4 antag: human M4 muscarinic receptor antagonists, primary screen, CHO cells, Fluo-8 calcium fluorescence; inhibition, % at 3 µM; CHO-hM4 cells, ACh EC80; Muscarinic acetylcholine receptor M4 (Homo sapiens), P08173; 360,000 compounds, 0.73% hits;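 active = inhibition above its plate's cutoff, the mean inhibition of sample wells plus 3 SD, cut at about 27% in these data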;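 note: 0% = acetylcholine EC80 with DMSO and 100% = DMSO without agonist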
Target sequence (P08173 whole entry, looked up): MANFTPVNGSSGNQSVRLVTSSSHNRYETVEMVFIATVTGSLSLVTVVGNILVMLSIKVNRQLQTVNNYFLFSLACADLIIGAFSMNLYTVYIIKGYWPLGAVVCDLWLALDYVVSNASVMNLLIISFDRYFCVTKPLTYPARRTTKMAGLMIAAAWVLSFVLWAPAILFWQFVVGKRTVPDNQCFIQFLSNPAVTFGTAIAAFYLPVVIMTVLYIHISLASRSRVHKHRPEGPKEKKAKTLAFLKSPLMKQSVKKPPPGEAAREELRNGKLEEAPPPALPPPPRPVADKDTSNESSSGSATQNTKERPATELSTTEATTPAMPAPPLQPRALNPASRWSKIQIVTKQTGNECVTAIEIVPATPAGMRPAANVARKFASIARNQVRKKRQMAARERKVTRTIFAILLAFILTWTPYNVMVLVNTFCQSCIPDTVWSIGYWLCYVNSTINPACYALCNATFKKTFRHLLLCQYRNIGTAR
IDE inh: human IDE inhibitors in live cells, primary screen, fluorescence polarization, HEK cells, FAbetaB substrate; Insulin-degrading enzyme (Homo sapiens), P14735; FAbetaB cleavage; inhibition, % at 5.59 µM; 320,000 compounds, 0.41% hits;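 active = percent inhibition above the average of all tested compounds plus 3 SD, set per screening campaign, cut at about 16% in these data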;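 note: IDE supplied by intact live HEK cells; FP after avidin binding of uncleaved biotin substrate so inhibition keeps polarization high; 0% = DMSO wells and 100% = 60 µM reference IDE inhibitor Ii1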
M4 PAM: human M4 muscarinic receptor positive allosteric modulators, primary screen, CHO-K1 cells, Fluo-8 calcium fluorescence | Muscarinic acetylcholine receptor M4 (Homo sapiens), P08173 | CHO-K1 hM4/Gqi5, ACh EC20; 0% = ACh EC20, 100% = maximal ACh | activation, % at 3 µM | 360,000 compounds, 0.4% hits | AID 624126, 2012;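 active = activation above its plate's cutoff, the mean activation of sample wells plus 3 SD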; note: some results filed as inactive read as strong as hits
M4 ag: human M4 muscarinic receptor agonists, primary screen, CHO-K1 cells, Fluo-8 calcium fluorescence | Muscarinic acetylcholine receptor M4 (Homo sapiens), P08173 | CHO-K1 hM4/Gqi5; vehicle 0%, full acetylcholine response 100% | activation, % at 3 µM | 360,000 compounds, 0.14% hits | AID 624127, 2012;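 active = activation above the run mean over all test wells plus 3 SD, cut at about 32% in these data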;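 note: peak over basal fluorescence ratio per well then scaled between controls; 0% = DMSO wells and 100% = acetylcholine at EC100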
CHRM5 antagonist: human M5 muscarinic receptor antagonists, primary screen, CHO cells, Fluo-8 calcium fluorescence; inhibition, % at 3 µM; CHO-hM5 cells, ACh EC80; 360,000 compounds, 0.59% hits; Muscarinic acetylcholine receptor M5 (Homo sapiens), P08912;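 active = inhibition above a per-plate cutoff, the mean of that plate's test compounds plus 3 SD, cut at about 27% in these data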;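 note: 0% = acetylcholine EC80 with DMSO and 100% = DMSO without agonist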
Target sequence (P08912 whole entry, looked up): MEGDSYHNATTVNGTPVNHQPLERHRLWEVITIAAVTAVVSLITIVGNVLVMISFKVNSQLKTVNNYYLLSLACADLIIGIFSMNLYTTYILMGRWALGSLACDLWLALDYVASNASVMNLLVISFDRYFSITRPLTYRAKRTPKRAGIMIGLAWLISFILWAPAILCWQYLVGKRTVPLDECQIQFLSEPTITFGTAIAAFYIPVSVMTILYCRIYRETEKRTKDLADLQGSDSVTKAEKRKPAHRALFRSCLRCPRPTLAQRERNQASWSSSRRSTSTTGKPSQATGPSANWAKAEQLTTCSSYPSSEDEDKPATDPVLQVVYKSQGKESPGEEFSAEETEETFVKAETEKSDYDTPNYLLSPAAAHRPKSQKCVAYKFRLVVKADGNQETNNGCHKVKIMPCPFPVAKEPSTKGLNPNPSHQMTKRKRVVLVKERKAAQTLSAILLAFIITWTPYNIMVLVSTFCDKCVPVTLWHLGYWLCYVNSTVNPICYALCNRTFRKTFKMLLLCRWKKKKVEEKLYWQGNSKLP
CHRM5 PAM: human M5 muscarinic receptor positive allosteric modulators, primary screen, CHO-K1 cells, Fluo-8 calcium fluorescence; AID 624038, 2012; activation, % at 3 µM; CHO-K1 hM5, ACh EC20 PAM; 0% = ACh EC20, 100% = ACh EC100; 360,000 compounds, 0.3% hits;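 active = activation above the run cutoff, the mean activation of all test compounds plus 3 SD, cut at about 18% in these data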
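system = human M5 receptor in CHO-K1 cells | compound = one concentration, 3 µM final (nominal) | schedule = Post-acetylcholine fluorescence recording 140 s | signal = Fluo-8 calcium dye fluorescence, kinetic read | benchmarks = low control EC20 acetylcholine (0%), high control EC100 acetylcholine (100%) | repeats = singlicate, one well per test compound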
M5 ag: human M5 muscarinic receptor agonists, primary screen, CHO-K1 cells, Fluo-8 calcium fluorescence; CHO-K1 hM5 cells; 0% DMSO wells, 100% maximal acetylcholine response; activation, % at 3 µM; 360,000 compounds, 0.19% hits; AID 624037, 2012;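 active = activation above the run's mean over test compounds plus 3 SD, cut at about 23% in these data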;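 note: signal is peak over basal fluorescence ratio across the kinetic read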
The depositor's hits bear a star; nt = no result given. Outcome played no part in choosing rows. Share with any hit: about 2.9%.

SMILES	CRFBP-R2 block	CRFR2-BP ag	M4 antag	IDE inh	M4 PAM	M4 ag	CHRM5 antagonist	CHRM5 PAM	M5 ag
O=C(Nc1nnc(-c2ccc(F)cc2)o1)C1CCCN1S(=O)(=O)c1cccs1 (stereo unspecified)	-7	-0.7	15	-1	-1	1	2	5	3
O=S(=O)(CCc1nc2ccccc2o1)c1ccc(Cl)c(Cl)c1	17	-2.5	-16	3	7	1	-1	-2	-4
CC(C)(C)C(=O)/C=c1\[nH]c(=O)/c(=C\c2ccc(F)cc2)s1	-8	1.9	-6	-3	3	5	-5	-8	-6
CCC(C)(C(=O)NC1CCCCC1)N(Cc1ccco1)C(=O)Cc1cccs1 (stereo unspecified)	5	-0.9	2	-2	14	0	-6	9	2
CCOc1ccccc1N1CC(C(=O)Nc2nccs2)CC1=O (stereo unspecified)	-14	1.2	10	6	-3	0	-2	-1	3
COc1cc(C(=O)N2CCN(c3ccccc3O)CC2)ccc1OCC(=O)N1CCOCC1	-2	-0.3	-3	2	1	1	9	-2	2
COc1ccc(N(CC(=O)NC2CCCCC2)S(=O)(=O)c2cccs2)cc1	-9	-0.1	-1	4	-2	0	13	-3	1
COc1ccc(CC(C)N2CCN(c3ccccc3OC)CC2)cc1OC (stereo unspecified)	-1	3.4	1	-2	10	1	-8	10	-6
Cc1cc2c(cc1S(=O)(=O)N1CCN(c3ccccc3F)CC1)OCC(=O)N2	2	-2.6	-7	-4	4	0	-12	6	-1
CCc1ccc(C(O)c2ncc(-c3ccc4ccccc4c3)[nH]2)cc1 (stereo unspecified)	nt	nt	-23	nt	11	6	-1	0	-2
O=C1Nc2cc(Cl)c(Cl)cc2N(O)N1c1ccc(Cl)c(Cl)c1	12	-0.5	3	-3	-1	1	-3	1	4
O=C(Nc1ccc(C(=O)N2CCCCC2)cc1)c1ccccc1Br	-5	-0.9	-8	-3	4	3	5	-2	-2
Cc1cc(C)cc(NC(=O)CCC(=O)Nc2nnc(C(F)(F)F)s2)c1	13	-0.5	10	0	-9	19	10	-18	5
CCOC(=O)c1ccccc1NC(=O)c1n[nH]c(=O)c2ccccc12	-11	0.7	5	4	3	0	3	0	0
Cc1nn(Cc2c(F)c(F)c(F)c(F)c2F)c(C)c1NC(=O)c1cccc(COc2ccccc2Cl)c1	38	0.9	-11	1	5	0	-7	3	-3
COc1ccc(CCNC(=O)C(=O)NCC2OCCN2C(=O)c2ccc(Cl)cc2)cc1 (stereo unspecified)	-9	-2.1	5	6	-9	15	11	-7	1
CCc1ccccc1NC(=O)CN(C)C(=O)CN1C(=O)NC2(CCCCCC2)C1=O	26	-0.6	-21	-5	7	2	-10	5	-1
CC(C)CNC(=S)NC(=O)c1ccc(F)cc1	4	-0.2	10	3	1	-2	5	-3	-2
CC(Sc1nncn1C)C(=O)Nc1ccccc1-c1ccccc1 (stereo unspecified)	2	6.5	-19	-1	1	0	-5	-3	2
CCCOc1ccc(N2C(=O)CC(N(Cc3ccc(S(N)(=O)=O)cc3)C(=O)CC)C2=O)cc1 (stereo unspecified)	1	-0.6	-4	1	0	0	6	-4	0
CC1(c2ccc3c(c2)OCCO3)NC(=O)N(CC(=O)c2ccc[nH]2)C1=O (stereo unspecified)	-21	8.2	-10	-1	5	6	12	-9	3
C/C(=N\NC(=O)CC#N)c1ccc(Oc2ccccc2)cc1	6	0.1	0	-4	0	-1	9	1	-7
COc1ccc(C(=O)O/N=C(\N)c2ccncc2)cc1OC	-13	6.5	-7	0	3	1	2	-1	-4
Cc1nc(SCc2nc3ccccc3[nH]2)c2oc3ccc(Br)cc3c2n1	13	0.1	12	4	-3	2	12	-14	-7
CCOc1cc2[nH]c(=S)n(Cc3ccc(C(=O)N4CCN(C)CC4)cc3)c(=O)c2cc1OCC	4	-0.8	-3	-3	8	-1	-5	12	1
CCCN1CCC(NC(=O)C2CC=CCC2C(=O)O)CC1 (stereo unspecified)	-14	-1.0	0	3	1	1	8	4	-2
CCOCCCNC(=O)c1cc(-c2cccnc2)nc2ccc(S(=O)(=O)N3CCC(C)CC3)cc12	6	-1.7	-7	0	3	0	10	0	1
O=C(CSc1ncnc2scc(-c3ccc(F)cc3)c12)c1ccc2c(c1)OCCO2	34	0.2	-11	0	-1	0	-13	2	-1
C=CCn1c(SCC(=O)c2c(N)n(C3CC3)c(=O)[nH]c2=O)nnc1-c1ccoc1C	4	-0.6	2	-4	7	1	1	11	4
Cc1ccc(C(=O)CN(C(=O)c2ccc(Cl)c(Cl)c2)N2C(=O)C3CCCCC3C2=O)cc1C (stereo unspecified)	-28	-0.1	20	6	-4	1	14	-6	-3
O=C(CSc1nnnn1-c1ccccc1)NCCCN1CCCC1=O	57*	2.6	3	2	17	0	1	6	2
C=CCOc1ccccc1CN1CCC(n2nccc2NC(=O)C2CCOC2)CC1 (stereo unspecified)	-12	-0.3	0	-3	5	1	-2	2	-5
N#Cc1nc2ccccc2n1OCc1ccccc1	18	-3.3	-16	nt	3	2	-3	-4	-1
N#CCC(=O)NCCCOC(=O)Nc1ccc(Cl)c(Cl)c1	17	-2.0	12	-1	3	10	10	-5	4
C/C(N)=C(/C#N)C(=O)CSc1nnc(Nc2ccccc2)s1	-9	-0.4	4	-1	-14	4	0	-12	2
O=C(NCC1CCCO1)c1ccc(/C=N/O)nc1 (stereo unspecified)	-2	-1.3	3	-1	0	1	8	6	-3
COc1ccc(CNC(=O)CCC(=O)N2CCN(S(=O)(=O)c3ccc(Cl)cc3)CC2)cc1	-16	0.1	6	2	-5	3	-4	-1	-5
CCN1C(=O)CC(N2CCC(c3nc4ccccc4[nH]3)CC2)C1=O (stereo unspecified)	18	-3.0	-7	3	4	2	-4	3	-1
COc1ccc(/C=N/NC(=O)OC(C)(C)C)cc1OC	8	-3.2	-1	5	-8	4	-5	-9	2
CC(=O)c1cccc(NC(=O)CO/N=C2/CCCc3nonc32)c1	-8	2.4	-14	-7	-1	4	-1	0	-1
COc1ccc(S(=O)(=O)Nc2cccc(C(C)=O)c2)cc1Br	5	-0.8	-1	0	-1	6	12	-6	3
CC(=O)N1CCc2ccc(S(=O)(=O)N3CCc4ccccc43)cc21	-17	0.7	7	-5	-5	11	5	-10	-3
C/C(=N\NC(=O)COc1ccc(C)cc1[N+](=O)[O-])c1cccs1	-8	2.4	-6	-8	3	4	5	-10	-2
C[C@H](CO)N1C[C@H](C)[C@@H](CN(C)C(=O)Nc2ccc(C(F)(F)F)cc2)Oc2ccc(NC(=O)C3CC3)cc2C1=O	3	-1.0	-24	-4	8	0	-1	-5	1
Cc1ccc(-n2ncc3c2CCCC3NC(=O)c2ccoc2)cc1C (stereo unspecified)	-2	-0.6	-8	-1	-3	8	12	-2	-1

Limited to CHRM5 antagonist and CHRM5 PAM (5 entries from above):
SMILES	CHRM5 antagonist	CHRM5 PAM
CC(=O)c1cccc(NC(=O)CO/N=C2/CCCc3nonc32)c1	-1	0
COc1ccc(S(=O)(=O)Nc2cccc(C(C)=O)c2)cc1Br	12	-6
CC(=O)N1CCc2ccc(S(=O)(=O)N3CCc4ccccc43)cc21	5	-10
C/C(=N\NC(=O)COc1ccc(C)cc1[N+](=O)[O-])c1cccs1	5	-10
C[C@H](CO)N1C[C@H](C)[C@@H](CN(C)C(=O)Nc2ccc(C(F)(F)F)cc2)Oc2ccc(NC(=O)C3CC3)cc2C1=O	-1	-5

Continued.
SMILES	CRFBP-R2 block	CRFR2-BP ag	M4 antag	IDE inh	M4 PAM	M4 ag	CHRM5 antagonist	CHRM5 PAM	M5 ag
COc1ccc(Cl)cc1C(=O)NCc1ccc2c(c1)OCO2	10	0.6	-15	-3	-3	1	8	-5	-5
Cc1nn(-c2ccccc2)c2[nH]c(C(F)(F)F)cc(=O)c12	-11	0.0	1	5	-1	1	-1	1	2
COc1ccc(N(CC(=O)NCc2ccc(F)cc2)C(=O)c2snc(C(N)=O)c2N)cc1OC	8	-1.4	0	4	4	1	15	-3	-1
O=C(NCC(=O)N1CCN(C(=O)c2ccco2)CC1)c1cccc(Cl)c1	0	-1.4	3	-2	18	0	4	5	2
CCCS(=O)(=O)NC(=O)C1(C)CCN(C(=O)c2ccc3ccccc3n2)C1 (stereo unspecified)	nt	nt	-3	nt	4	-1	-1	-1	0
COc1ccc(S(=O)(=O)N2CCCCCC2)cc1C(=O)N(C)Cc1ccc(Cl)cc1Cl	-103	104*	-12	-8	-1	3	3	-7	-5
Cc1ccccc1NC(=O)Cn1nnc(S(=O)(=O)c2ccc(C(C)(C)C)cc2)c1N	-26	5.9	3	2	5	7	10	16	14
CCCCNC(=S)Nc1cccc2cnccc12	34	1.8	0	-2	-9	7	7	-11	2
NC(=S)c1cc2cc(Br)ccc2oc1=O	0	-2.5	-2	3	0	2	-4	2	-4
CC(=O)c1cccc(NC(=O)C(C)Sc2nnc3ccccn23)c1 (stereo unspecified)	13	-0.4	-6	nt	1	0	24	-5	-1
O=C(N/N=C/c1ccc[nH]1)c1ccc([N+](=O)[O-])cc1	6	-0.9	2	-4	-1	1	12	-8	-2
COCc1nnc(NC(=O)c2cccc(NC(=O)c3ccccc3)c2)s1	-7	1.0	-2	0	-1	8	9	-3	-2
NC1=NC[C@H](c2ccccc2)N1CC1CCCCC1	8	-1.2	-2	0	8	0	9	5	-5
CCN1CCN(CCNC(=O)c2ccc3c(c2)NC(=O)/C(=C\c2cccc(Cl)c2)S3)CC1	-17	2.8	-6	nt	-1	1	1	-4	-3
COc1ccccc1CNC(=O)CCNS(=O)(=O)/C=C/c1ccc(C)cc1	0	-0.9	7	0	-2	16	2	-2	3
COc1ccc(OC)c(C(=O)N2CCCC(Nc3ccc(F)cc3)C2)c1 (stereo unspecified)	-1	-0.6	3	3	-1	2	15	-7	-6
CC1(C)CC(=O)C(C(N)=NC(=O)c2ccc([N+](=O)[O-])cc2)=C(O)C1	-1	-0.8	-3	6	1	1	-14	1	1
O=C(OCC(=O)N1CCOCC1)c1cncc(Br)c1	-6	0.7	-19	nt	5	0	5	3	1
O=C(Cc1ccccc1)NCC(=O)N/N=C/c1ccc(Cl)cc1	7	-1.9	-7	7	5	2	-1	6	4
COc1ccc(/C=N/NC(=O)CNC(=O)C2COc3ccccc3O2)cc1OC (stereo unspecified)	12	-0.4	-4	-2	-2	4	-10	0	-1
Cc1nnc(SCC(=O)Nc2ccc(Cl)cn2)[nH]c1=O	-16	3.7	-3	2	4	0	1	-1	-2
Cc1ccc(NC2CC(=O)N(c3ccc(N4CCCCC4)cc3)C2=O)cc1 (stereo unspecified)	-1	-0.2	3	-6	-1	1	3	-7	4
